# High-throughput results from PubChem BioAssay.
# NR3A LBD binder: NR3A (human) ligand-binding domain modulation | AID 1259313 | NR3A LBD differential scanning fluorimetry, Tm shift; 0% = protein alone, 100% = glycine-bound protein | 340,000 tested, 2.5% active | Tm shift relative to glycine control, % at 25 µM;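 active means melting temperature shift of at least 10% of the positive control shift, at one fixed dose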
# MPTP inh: inhibitors of mitochondrial permeability transition pore; 360,000 tested, 1.4% active; inhibition, % at 10 µM; isolated mouse mitochondria, Ca2+ swelling absorbance, 30 min;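 active means inhibition of 50% or more, scaled per plate between neutral and stimulator controls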;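 further: 0% = DMSO wells given calcium and 100% = 1 mM EGTA wells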
# ATG4B inh: inhibitors of human ATG4B cysteine protease; Q9Y4P1; ATG4B cleavage of LC3-PLA2, NBD-HPC fluorescence, 1 h; inhibition, % at 8.33 µM; 340,000 tested, 0.51% active; AID 504462; in the data active means inhibition above about 40%
# Target sequence (Q9Y4P1 whole entry, looked up): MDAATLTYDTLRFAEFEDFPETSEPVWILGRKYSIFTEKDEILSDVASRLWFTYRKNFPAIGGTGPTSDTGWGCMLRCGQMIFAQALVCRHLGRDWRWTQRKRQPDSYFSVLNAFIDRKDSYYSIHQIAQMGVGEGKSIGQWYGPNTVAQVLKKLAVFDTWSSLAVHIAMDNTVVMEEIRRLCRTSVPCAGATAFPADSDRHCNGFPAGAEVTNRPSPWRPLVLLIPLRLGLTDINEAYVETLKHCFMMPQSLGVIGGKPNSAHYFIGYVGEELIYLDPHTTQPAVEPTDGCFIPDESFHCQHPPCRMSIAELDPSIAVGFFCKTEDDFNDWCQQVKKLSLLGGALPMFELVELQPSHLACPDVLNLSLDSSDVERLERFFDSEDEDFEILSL
# SENP8 block: SENP8 (human) protease inhibition | Q96LD8 | recombinant SENP8, Nedd8 substrate fluorescence | inhibition, % at 20 µM | 360,000 tested, 0.64% active | AID 602440; in the data active means inhibition mostly above about 40%, no sharp cut-off; inactive means mostly below about 27%
# Target sequence (Q96LD8 whole entry, looked up): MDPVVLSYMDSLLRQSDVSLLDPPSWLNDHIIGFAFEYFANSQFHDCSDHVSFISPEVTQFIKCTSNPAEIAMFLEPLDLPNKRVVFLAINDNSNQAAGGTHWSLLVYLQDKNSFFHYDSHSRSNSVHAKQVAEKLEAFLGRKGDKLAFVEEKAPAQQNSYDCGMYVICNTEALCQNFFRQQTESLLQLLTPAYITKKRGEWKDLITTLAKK
# PfG6PD inh: PfG6PD (Plasmodium falciparum) enzyme inhibition; 350,000 tested, 0.78% active; inhibition, % at 20 µM; PfGluPho enzyme, NADPH resazurin-diaphorase fluorescence;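 active means inhibition reaching at least a set limit at 20 µM in the primary screen, cut at about 59% in these data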;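 further: 0% = DMSO wells with substrate and 100% = DMSO wells lacking glucose-6-phosphate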
# hIAP activ: human IAP activation; purified human IAP, CDP-Star luminescence, 30 min; hits give high values; 1 = vehicle-only enzyme, 0 = enzyme-free background; 330,000 tested, 0.16% active; AID 2524; activation factor at 10 µM; P09923;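 active means activation factor of the enzyme at least 2-fold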; further: the source names both 10 and 20 µM as test concentration; values of inactives mirror those of a sister screen read the other way
# SENP1 FRET inh: SENP1 (human) catalytic domain inhibition. Q9P0U3. recombinant SENP1 catalytic domain, CyPet-SUMO1-YPet FRET cleavage. inhibition, % at 10 µM. 360,000 tested, 0.21% active. AID 624204;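 active means inhibition at least 30% at 10 µM, raw YFP signal under a set limit, fluorescence ratio 0.5 to 1.5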;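 further: 0% = enzyme with DMSO and 100% = no enzyme wells; some results filed as inactive read as strong as hits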
#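 Assay system – human recombinant His6-tagged SENP1 catalytic domain enzyme · Input – SENP1 enzyme, 20 pM final · Buffer or medium – Tris pH 8 buffer plus EDTA, NaCl, BME, BSA, NP40, catalase · Schedule – 50 min reaction at room temperature · Technique – FRET read of cyan and yellow fluorescence · Control set – no-enzyme wells low, DMSO-plus-enzyme wells high control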
# SENP6 block: inhibitors of human SENP6 protease | Recombinant SENP6 catalytic domain, aminoluciferin luminescence | AID 2599 | 330,000 tested, 1.8% active | inhibition, % at 10 µM;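 active means inhibition above about 50% at the single tested dose, limit read from the data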;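 further: plate controls were DMSO wells with enzyme for no effect and DMSO wells lacking enzyme for full effect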
# Target sequence (Q9GZR1 628-1112 limits assumed): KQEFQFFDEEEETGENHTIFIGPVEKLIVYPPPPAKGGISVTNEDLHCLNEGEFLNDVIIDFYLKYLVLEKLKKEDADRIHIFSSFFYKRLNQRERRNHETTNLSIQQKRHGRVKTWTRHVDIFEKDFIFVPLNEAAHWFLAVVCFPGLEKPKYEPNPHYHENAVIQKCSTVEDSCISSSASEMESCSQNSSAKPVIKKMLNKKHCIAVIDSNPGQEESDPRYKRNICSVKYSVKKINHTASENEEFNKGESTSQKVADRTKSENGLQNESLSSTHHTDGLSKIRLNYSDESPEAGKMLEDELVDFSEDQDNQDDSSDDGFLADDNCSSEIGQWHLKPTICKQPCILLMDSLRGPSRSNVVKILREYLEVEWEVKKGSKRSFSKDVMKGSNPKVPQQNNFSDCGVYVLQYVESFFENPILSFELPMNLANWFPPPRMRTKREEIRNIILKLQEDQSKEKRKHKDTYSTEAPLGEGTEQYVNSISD
# * = called active by the depositor; i = inactive; · = not tested or not shown.
1. CC1CCCN(C(=O)c2ccncc2)C1 (configuration not stated)
2. CC(C)(C)c1ccccc1NC(=O)CN1C(=O)NC(Cc2ccccc2)C1=O (configuration not stated)
3. O=C(CC1NCCNC1=O)OCc1ccccc1 (configuration not stated)
4. CC(C)CC(=O)Nc1cc(C(F)(F)F)ccc1N1CCOCC1
5. NC(=O)c1ccc(-c2ccc(Br)cc2)o1
Assay by compound,1,2,3,4,5
SENP1 FRET inh,-3,2,2,-1,-4
PfG6PD inh,4,-11,-8,-7,3
NR3A LBD binder,0,2,0,1,-34
SENP8 block,11,12,11,10,-14
SENP6 block,-2,-8,4,8,-10
hIAP activ,1,1,1.1,1,0.91
ATG4B inh,-12,7,-8,-13,-12
MPTP inh,-0.9,0.2,-1.8,1.6,-0.5

6. CCCCOc1ccc(C(=O)NCC(=O)N2CCN(Cc3ccc4c(c3)OCO4)CC2)cc1
7. O=C(CN1CCc2ccccc2C1)NC1CCCC1
8. CN1CCN(C(CNC(=O)C(=O)Nc2ccc3c(c2)OCO3)c2ccc(F)cc2)CC1 (configuration not stated)
9. O=C(Nc1cccc(S(=O)(=O)N2CCCCC2)c1)Nc1ccc(Cl)cc1Cl
10. N/C(=N\OC(=O)c1cc(Cl)ccc1Cl)c1cccnc1
Assay by compound,6,7,8,9,10
SENP1 FRET inh,3,0,-1,3,4
PfG6PD inh,-8,-3,-1,25,-1
NR3A LBD binder,1,2,-5,10,-3
SENP8 block,4,21,9,11,19
SENP6 block,-12,-11,-4,5,-14
hIAP activ,0.82,1,1.1,0.87,0.86
ATG4B inh,-4,-5,-8,-10,1
MPTP inh,-0.3,-1.3,1.8,85*,-1.6

11. COCCn1c(SCC(=O)Nc2ccc(S(=O)(=O)N(C)C)cc2)nc2ccccc21
12. CCOC(=O)C1C(C(=O)OCC)C(C)(C)C1N(C)C (configuration not stated)
13. CCN1CCN(C(=O)C(C)N(c2ccc(C)cc2)S(C)(=O)=O)CC1 (configuration not stated)
14. N#Cc1c(-c2ccccc2)[nH]c(=S)[nH]c1=O
15. COc1ccc(-n2ccnc2SCC(=O)NCc2ccc(F)cc2)c(OC)c1
Assay by compound,11,12,13,14,15
SENP1 FRET inh,-1,0,2,0,3
PfG6PD inh,-10,-4,-2,-18,2
NR3A LBD binder,-3,·,0,0,0
SENP8 block,26,10,23,18,20
SENP6 block,9,·,-19,-2,-4
hIAP activ,1.1,·,0.98,0.77,0.94
ATG4B inh,-20,·,0,0,-2
MPTP inh,-4.5,-0.6,0.4,1.2,-0.5

16. O=C(NCCN1C(=O)C2C3C=CC(C3)C2C1=O)Nc1ccccn1 (configuration not stated)
17. CCN1CCN(C(=O)C2CCCN(S(=O)(=O)c3cccc4nsnc34)C2)CC1 (configuration not stated)
18. COc1ccc(-c2nc3n(n2)C(=O)CC(c2ccco2)S3)cc1 (configuration not stated)
19. Oc1cc2ccccc2cc1-c1nnc2n1-c1ccccc1SC2
20. OCCSc1nc2ccccc2n1CCOc1ccccc1
Assay by compound,16,17,18,19,20
SENP1 FRET inh,1,2,-4,-2,1
PfG6PD inh,-8,-6,20,-7,11
NR3A LBD binder,-1,-3,-2,-2,-1
SENP8 block,5,11,0,-28,15
SENP6 block,6,-27,9,-7,10
hIAP activ,1.3,1.4,0.69,1.1,0.92
ATG4B inh,3,0,-4,-14,-11
MPTP inh,-1.1,-0.4,-2.4,-12,-1.0

21. COc1cccc(CN2CCN(S(=O)(=O)c3ccccc3)CC2)c1OC
22. CC1(C)c2[nH]c3ccccc3c2C[C@H]2C(=O)N(Cc3ccc(F)cc3)C(=O)N21
23. Cc1ccn2cc(CNS(=O)(=O)c3ccc(Cl)s3)nc2c1
24. Cc1c(OCC(=O)NCC2CCC(C(=O)O)CC2)ccc2c3c(c(=O)oc12)CCC3 (configuration not stated)
25. CCCn1c(NC(=O)c2ccc(Cl)c(S(=O)(=O)N3CCCC3)c2)nc2ccccc21
Assay by compound,21,22,23,24,25
SENP1 FRET inh,-1,-72,-50,1,-2
PfG6PD inh,15,14,10,-2,39
NR3A LBD binder,1,-2,-2,2,-12
SENP8 block,6,-6,-42,-128,-142
SENP6 block,-15,-18,2,3,-9
hIAP activ,1.1,1.1,1,0.97,1
ATG4B inh,-11,-4,-5,0,26
MPTP inh,2.4,0.8,1.8,0.1,4.2

26. O=C(Nc1cc(Sc2nc3ccccc3s2)cc([N+](=O)[O-])c1)c1ccccc1F
27. C[C@H](CO)N1C[C@H](C)[C@@H](CN(C)Cc2cncnc2)Oc2cc(Br)ccc2S1(=O)=O
28. CCOc1ccc(CC(=NCCc2ccccc2)C2=C(O)CC(C)(C)CC2=O)cc1OCC
29. COc1cccc(/C=N/Nc2ncnc3scc(-c4ccccc4)c23)c1O
30. CC(CCc1ccc(O)cc1)NC1c2ccccc2-c2ccccc21 (configuration not stated)
Assay by compound,26,27,28,29,30
SENP1 FRET inh,2,0,0,0,1
PfG6PD inh,10,-5,32,23,16
NR3A LBD binder,1,·,0,-7,-2
SENP8 block,28,8,15,-16,1
SENP6 block,2,·,-11,-5,9
hIAP activ,0.97,·,0.91,1.9,1.1
ATG4B inh,-4,·,8,-6,-11
MPTP inh,21,0.2,2.2,19,3.4

31. CCOc1ccc(CN(C)C(=O)[C@H](C)NC(=O)c2ccco2)cc1OC
32. C=CCn1c(C2CC2)n[nH]c1=S
33. Cc1cc(N2CCN(C(=O)/C=C/C(=O)O)CC2)c2ccccc2n1
34. CC1CCC/C(=N/Nc2ccc([N+](=O)[O-])cc2[N+](=O)[O-])C1 (configuration not stated)
35. CC(C)=N/N=c1\scc(C)n1Cc1ccco1
Assay by compound,31,32,33,34,35
SENP1 FRET inh,-2,1,1,2,-2
PfG6PD inh,3,9,3,16,18
NR3A LBD binder,-3,1,1,3,-2
SENP8 block,2,4,8,37,20
SENP6 block,-12,-11,-17,-10,-8
hIAP activ,1,0.98,1.2,0.81,1.1
ATG4B inh,1,1,1,3,3
MPTP inh,-0.3,-1.9,0.4,-4.7,0.3

36. O=C1/C(=C/c2cccs2)CCC/C1=C\c1cccs1
37. CCOc1ccc(OCCC(=O)N(CC)CC(=O)Nc2ccccc2C(F)(F)F)cc1
38. COc1cccc(NC(=O)CSc2nc3scc(C)c3c(=O)[nH]2)c1
39. N#Cc1sc2nc(N3CCCCC3)c3c(c2c1N)CCCC3
40. Cc1ccc2nc(N3C(=O)C(O)=C(C(=O)c4ccc(C)o4)C3c3ccc(O)cc3)sc2c1 (configuration not stated)
Assay by compound,36,37,38,39,40
SENP1 FRET inh,5,-1,1,2,-43
PfG6PD inh,25,3,-6,6,-11
NR3A LBD binder,0,2,-3,1,0
SENP8 block,6,2,2,i,-105
SENP6 block,39,-14,-6,4,-4
hIAP activ,0.8,0.92,0.89,0.87,1.2
ATG4B inh,6,-12,6,-4,-14
MPTP inh,-0.1,-1.5,0.9,1.7,-1.1

41. CCSc1nnc(NC(=O)C2CCCCC2)s1
42. COc1cccc(N2CCN(C(=O)CNC(=O)c3sc4ccccc4c3Cl)CC2)c1
43. CCCCC1OC23CCCCC2C(C#N)(C(=N)O3)C1(C#N)C#N (configuration not stated)
44. CCS(=O)(=O)N1CCN(Cc2ccncc2)CC1
45. O=C(O)Cn1cc(F)c(=O)[nH]c1=O
Assay by compound,41,42,43,44,45
SENP1 FRET inh,0,9,9,4,-3
PfG6PD inh,0,-4,-11,2,-8
NR3A LBD binder,2,5,0,-1,-4
SENP8 block,4,3,-496,20,11
SENP6 block,-14,0,-3,-14,-11
hIAP activ,0.81,0.92,0.94,0.95,0.97
ATG4B inh,-1,-4,-11,-18,-17
MPTP inh,0.3,-0.1,-2.0,-0.4,-1.1

46. COc1ccc(-c2noc(CCC(N)=O)n2)cc1OC
47. CNC(=O)CN(C)S(=O)(=O)c1ccc(F)cc1
48. C=C(C)COc1ccc(-c2nc(N)ncc2Oc2ccc(OC)cc2)c(O)c1
49. COc1ccccc1NC(=O)NCCC1=CCCCC1
50. COC(=O)C(Cc1c[nH]c2ccccc12)N1CCS(=O)(=O)CC1 (configuration not stated)
Assay by compound,46,47,48,49,50
SENP1 FRET inh,1,2,2,2,1
PfG6PD inh,-5,-4,35,12,-2
NR3A LBD binder,-2,0,-9,0,0
SENP8 block,14,12,18,12,4
SENP6 block,5,0,1,11,-7
hIAP activ,0.94,0.95,1.2,0.93,1
ATG4B inh,-6,-4,2,2,-2
MPTP inh,-2.6,0.1,3.3,1.9,0.2

51. COc1ccccc1C(=O)NCC(=O)NCCC(c1ccccc1)c1ccccc1
52. FC(F)(F)c1nnc(-c2ccccc2)nc1N1CCOCC1
53. CC(SCc1ccccc1)C(=O)Nc1ccccc1F (configuration not stated)
54. Cc1ccc(C)c(-n2nnnc2Sc2nnnn2-c2ccccc2)c1
55. CCCN1CCc2c(sc(NC(=O)c3ccc(S(=O)(=O)N4CCCC4)cc3)c2C(N)=O)C1
Assay by compound,51,52,53,54,55
SENP1 FRET inh,2,5,0,0,-27
PfG6PD inh,-12,1,-1,-5,-12
NR3A LBD binder,1,0,2,1,1
SENP8 block,6,15,5,6,-234
SENP6 block,2,3,-3,5,2
hIAP activ,1,1,0.79,0.98,1
ATG4B inh,-1,1,-5,-8,2
MPTP inh,-1.6,-1.4,0.8,-0.2,-0.4

# From no. 50 to 55, copied from above:
50. COC(=O)C(Cc1c[nH]c2ccccc12)N1CCS(=O)(=O)CC1 (configuration not stated)
51. COc1ccccc1C(=O)NCC(=O)NCCC(c1ccccc1)c1ccccc1
52. FC(F)(F)c1nnc(-c2ccccc2)nc1N1CCOCC1
53. CC(SCc1ccccc1)C(=O)Nc1ccccc1F (configuration not stated)
54. Cc1ccc(C)c(-n2nnnc2Sc2nnnn2-c2ccccc2)c1
55. CCCN1CCc2c(sc(NC(=O)c3ccc(S(=O)(=O)N4CCCC4)cc3)c2C(N)=O)C1
Assay by compound,50,51,52,53,54,55
SENP1 FRET inh,1,2,5,0,0,-27
PfG6PD inh,-2,-12,1,-1,-5,-12
NR3A LBD binder,0,1,0,2,1,1
SENP8 block,4,6,15,5,6,-234
SENP6 block,-7,2,3,-3,5,2
hIAP activ,1,1,1,0.79,0.98,1
ATG4B inh,-2,-1,1,-5,-8,2
MPTP inh,0.2,-1.6,-1.4,0.8,-0.2,-0.4

# Further entries:
56. O=C(Nc1cccc(-c2nc3cccnc3s2)c1)c1cccnc1Cl
57. O=C(Nc1nc2ccccc2s1)c1cccc(N2C(=O)CCC2=O)c1
58. COc1cccc(OC)c1C(=O)Nc1cc2c(cc1N1CCOCC1)n(C)c(=O)n2C
59. O=C(CSc1nc2[nH]ncc2c(=O)[nH]1)c1ccccc1
60. Clc1cccc(-c2ccc(/C=N/n3cnnc3)o2)c1
Assay by compound,56,57,58,59,60
SENP1 FRET inh,2,-10,1,0,2
PfG6PD inh,2,5,16,-16,-3
NR3A LBD binder,-4,4,-5,-1,-2
SENP8 block,-38,-66,-2,14,-30
SENP6 block,7,-5,-6,-6,-17
hIAP activ,0.91,1,1.1,1,1.1
ATG4B inh,-9,-4,-11,3,-1
MPTP inh,0.4,-2.1,-0.1,0.1,1.9

61. CC1(C)CC(=O)C(C(=O)C2CCN(S(=O)(=O)c3ccccc3)CC2)C(=O)C1
62. COc1ccccc1NS(=O)(=O)c1ccc2c(c1)NC(=O)C(C)S2 (configuration not stated)
63. COc1ccccc1CN1CCC(n2nccc2NC(=O)CCc2ccccc2)CC1
64. NC(N)=NS(=O)(=O)c1ccc(NC(=S)NC(=O)c2sc3ccccc3c2Cl)cc1
Assay by compound,61,62,63,64
SENP1 FRET inh,5,4,-2,-9
PfG6PD inh,-11,-9,8,2
NR3A LBD binder,0,-3,-1,5
SENP8 block,8,13,7,9
SENP6 block,17,-27,-9,-26
hIAP activ,0.91,1.2,1.6,1
ATG4B inh,-2,-3,-2,-2
MPTP inh,-0.5,-0.4,-1.8,2.3
